Screening results as filed in PubChem BioAssay.
MT stabilize HCS: microtubule stabilizers in HeLa cells | HeLa tubulin immunostaining HCS, 24 h; share of cells brighter than vehicle mean+2SD | % tubulin-high responders, % at 10 µM | 200,000 tested, 0.83% active;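 active means plate Z-score above 3 for both tubulin-high and condensed-nucleus cell shares, with cell loss under 80%, at 10 µM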;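 further: anti alpha tubulin signal scored within the nucleus-defined area of each cell; some results filed as inactive read as strong as hits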
bCat nuc transl: alters nuclear translocation of beta-catenin in HeLa cells | nuclear translocation activity, % at 5 µM | immunofluorescence imaging | 190,000 tested, 0.3% active;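 active means nuclear translocation activity above 50% at 5 µM, with a well cell count of 50 or more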;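 further: per-cell ratio of nuclear to cytoplasmic median beta-catenin stain intensity; plate controls were DMSO negative control for no effect and GSK-3 inhibitor IX positive control for full effect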
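Signal – beta-catenin immunofluorescence imaging with DAPI · Test system – human HeLa cell line · Dosing – 5 µM primary single dose, 0.1% DMSO, 0.02–20 µM confirmation series · Measure – % activation, nuclear-to-cytoplasmic median beta-catenin signal ratio per cell · Incubation – 24 h compound exposure at 37°C, 5% CO2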
Ins promoter up: MIN6 insulin promoter up-regulation; MIN6 insulin promoter-GFP reporter, high-content imaging; hits give high values; z-score at 5 µM; 190,000 tested, 0.3% active; AID 1625;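 active means z-score above 3 at 5 µM with at least 500 cells counted in the well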
Yfh1-depleted yeast: enhancers of respiration in Yfh1-depleted yeast, dose response, Friedreich's ataxia, plus single-dose screen (AID 1465). S. cerevisiae Yfh1-off respiration, WST-1 reduction, 72 h; higher fold induction means a stronger effect. fold induction at 50 µM, or EC50 in µM where a hit was titrated. 220,000 tested, 0.074% active;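 active means fold induction of absorbance versus untreated yeast above a set limit, then at least 30% activation at any dose in follow-up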;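 further: activators that raise dye reduction in frataxin-depleted yeast; strong numbers were not always called active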
WT yeast gro inh: growth inhibition of WT yeast, mitochondrial fusion screen; 190,000 tested, 2.1% active; inhibition, % at 10 µM; mitochondrial fusion phenotypic screen, WT strain; in the data active means inhibition above about 58%; tested in S. cerevisiae
human PMI inhibition: MPI enzyme activity inhibition – biochemical, fluorescence intensity, coupled assay, primary screen (AID 1209); 190,000 tested, 0.42% active; one-dose inhibition, % at 20 µM; IC50 in µM for titrated hits; purified PMI enzyme, coupled fluorescence intensity; higher % means a stronger effect;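 further: plate controls were DMSO vehicle for no effect and wells lacking substrate for full effect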
Autophagy mod: autophagy modulation, high-content screen | MEF GFP-LC3 puncta imaging; test concentration mostly 10 µM | calls only at 10 µM (by protocol) | 190,000 tested, 0.98% active;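 active means percentage of spot-positive cells more than 3 SD above its plate mean, without a fluorescence outlier flag or 80% toxicity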;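 further: spot-positive cell cutoff set from DMSO-treated cells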
PMI inhibition: MPI inhibition at elevated mannose 6-phosphate – biochemical, fluorescence intensity, high mannose 6-phosphate, primary screen (AID 1220). 190,000 tested, 0.66% active. one-dose inhibition, % at 20 µM; IC50 in µM for titrated hits. recombinant PMI enzyme, coupled fluorescence intensity; higher % means a stronger effect
Dynein transport: blocks dynein driven cargo transport along microtubules; 3617.4 mouse cells, GR-EGFP nuclear translocation imaging; test concentration mostly 20 µM; stimulated with dexamethasone, 1 µM; hits give low values; z-score, hits read low; 220,000 tested, 0.47% active; AID 1381;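 active means plate z-score of nuclear minus cytoplasmic receptor signal below a set negative limit, without overly bright fluorescence or cell loss, cut at about -3.5 in these data, passing the limit was not always enough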;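 further: z-score of nuclear minus cytoplasmic ring GR-EGFP intensity difference per well; some compounds called inactive have numbers as strong as hits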
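Buffer or medium: Induction medium lacking tetracycline, stripped serum | Also added: Dexamethasone agonist, 1.0 µM final, for 30 min | Timing: 48 h induction, 1 h compound, 30 min dex at 37 °C | Detection: Formaldehyde fixation, Hoechst nuclear stain, 10x automated fluorescence imaging | Measure: Nuclear versus cytoplasmic GR-EGFP signal, averaged per well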
WT yeast gro inh mutant strain: recorded beside WT yeast gro inh, whose call it bears; inhibition, %; mitochondrial fusion phenotypic screen, mutant strain inhibition
Dynein transport cytoplasmic EGFP: second read-out of Dynein transport, no call of its own (marks repeat the call); z-score; measured here: cytoplasmic GR-EGFP intensity; hits give high values
Dynein transport nuclear GR-EGFP: also measured in Dynein transport; calls as there; z-score; measured here: nuclear GR-EGFP intensity;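 lower value marks the stronger effect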
Dynein transport cell count: also measured in Dynein transport; calls as there; z-score; measured here: cell count per field
Ins promoter up cell count: recorded beside Ins promoter up, whose call it bears; cell count; measured here: cytotoxicity, nuclei count;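 total cells summed across four imaged fields per well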
bCat nuc transl cell count 5 µM: second read-out of bCat nuc transl, no call of its own (marks repeat the call); cell count; measured here: cell count, cytotoxicity flag
MT stabilize HCS Hoechst-high %: second read-out of MT stabilize HCS, no call of its own (marks repeat the call); % Hoechst-high responders; measured here: nuclear condensation Hoechst responders;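 share of cells brighter than vehicle mean plus two SD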
MT stabilize HCS cytotoxicity %: second read-out of MT stabilize HCS, no call of its own (marks repeat the call); toxicity, %; measured here: cytotoxicity by cell density;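 0% = mean cell density of plate MIN control wells and 100% = no cells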
Autophagy mod cell loss 18 h: recorded beside Autophagy mod, whose call it bears; toxicity, %; measured here: cell loss, nuclei count;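 cell loss after 18 h compound exposure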
Active calls of the source: *; i = inactive; x = not tested or not shown. Unless noted, no stated cut-off is given here; in the data, active means inhibition above about 50%; inactive means the rest. Random draw from the library; 5% or so of the library scored in one or more.

SMILES,Autophagy mod cell loss 18 h,bCat nuc transl,Yfh1-depleted yeast,bCat nuc transl cell count 5 µM,WT yeast gro inh mutant strain,MT stabilize HCS,Ins promoter up,MT stabilize HCS Hoechst-high %,PMI inhibition,Dynein transport nuclear GR-EGFP,Dynein transport cytoplasmic EGFP,Ins promoter up cell count,WT yeast gro inh,Dynein transport cell count,MT stabilize HCS cytotoxicity %,Dynein transport,human PMI inhibition,Autophagy mod
CCOc1ccc(/C(O)=C2/C(=O)C(=O)N(c3ncccn3)C2c2ccc(Cl)cc2)cc1 (stereo unspecified),x,-0.9,i,1305,x,x,0.68,x,x,0.304,-0.223,885,x,0.201,x,-0.251,x,x
CN(C)S(=O)(=O)c1c(Cl)cccc1Cl,-12.9,x,i,x,-11.5,3.6,1.65,1.6,-5.2%,0.838,-0.2,956,-0.3,-0.548,4.5,1.28,-8.1%,i
CC1(NC(=S)Nc2ccccc2)CCS(=O)(=O)C1 (stereo unspecified),x,-0.5,i,1100,x,x,-0.22,x,x,-0.43,-0.233,1445,x,0.317,x,-0.234,x,x
Cc1cccc(CSC2=CS(=O)(=O)c3ccccc3N2)c1,15.2,x,i,x,-5.7,3.5,x,2.3,1.0%,0.221,-0.164,x,-5.9,-0.736,7.5,-0.269,-2.9%,i
N#CC1C(=O)NC(N2CCN(c3ccccc3)CC2)=NC12CCCCC2 (stereo unspecified),-4.0,-2.3,i,952,x,1.5,0.93,1.8,0.4%,-0.179,-0.175,1216,x,1.14,10.5,-0.393,6.3%,i
CC(=O)Nc1cccc(NC(=O)c2cc3ccccc3o2)c1,-4.2,0.4,i,1159,-3.8,3.7,-1.23,2.6,8.3%,0.237,-0.207,1023,7.1,-0.12,4.9,-0.411,7.4%,i
COC(=O)c1ccc(COC(=O)C(CCS(C)(=O)=O)N2C(=O)c3ccccc3C2=O)cc1 (stereo unspecified),-0.8,0.1,i,959,-8.8,5.7,1.54,1.7,8.5%,-0.3,-0.252,1376,2.1,0.251,8.5,-0.285,12.5%,i
O=C(C(=O)N1CCOCC1)c1cn(CC(=O)N2CCc3ccccc3C2)c2ccccc12,0.0,-2.8,i,1049,4.8,5.0,-0.29,1.2,0.2%,0.0566,-0.359,1423,-8.8,0.0204,2.5,0.264,-1.6%,i
Cc1cccc(N2CCN(C(=O)c3csc4ccccc34)CC2C)c1 (stereo unspecified),10.9,-0.8,i,1162,28.5,4.3,-0.89,4.2,11.3%,-0.238,-0.0213,1555,22.5,0.248,2.7,-0.0886,10.4%,i
CC(C)Nc1nc(-c2ccccc2)nc(-n2ccnc2)n1,4.0,-4.3,i,985,66.1,4.7,0.04,2.5,6.2%,-0.182,-0.0936,1405,63.7,0.726,11.3,-0.688,7.5%,i
COc1ccc(/C=C/C(=O)NC(=S)NNC(=O)c2cccnc2)cc1,-8.2,1.8,i,930,-18.9,1.8,-0.18,3.3,-15.4%,-0.649,-0.318,1240,-9.3,0.812,5.8,-0.735,-3.1%,i
COc1cccc(-n2c(CN3CCN(c4ccc(C)cc4)C(C)C3)nc3ccc([N+](=O)[O-])cc3c2=O)c1 (stereo unspecified),2.3,0.1,i,961,1.5,4.7,-0.49,2.7,5.5%,-0.379,-0.188,1252,13.8,-0.0688,8.9,-0.281,17.9%,i
CCOc1ccc(N=C(NC#N)SCC(=O)NC2CC2)cc1,-1.3,-7.4,i,935,12.1,5.7,-0.34,3.1,5.7%,0.116,-0.18,1256,8.3,-0.587,6.5,-0.276,2.6%,i
CCS(=O)(=O)n1nc(-c2ccccc2)nc1NCc1ccco1,0.2,-1.9,i,1188,21.5,4.4,-0.05,2.1,-7.5%,-0.297,-0.239,1116,9.4,0.698,6.4,-0.657,-3.3%,i
Cc1ccc(-n2cc(CNC(C)c3cnn(C)c3C)c(-c3ccc(F)cc3)n2)cc1 (stereo unspecified),-27.9,-0.8,i,1063,9.2,3.0,-0.7,1.8,10.8%,0.317,-0.284,1313,12.2,0.152,2.7,0.417,15.5%,i
CC(C)CNC(=O)CN1C(=O)NC(Cc2c[nH]c3ccccc23)C1=O (stereo unspecified),3.6,-2.2,i,1056,10.8,3.2,-1.03,1.8,1.8%,-0.555,-0.368,1328,-9.2,1.33,5.8,-1.12,-1.3%,i
OCCNC(=S)Nc1ccc2c(c1)OCCO2,x,0.5,i,1286,x,x,-0.65,x,x,0.156,-0.249,908,x,-0.365,x,0.638,x,x
Cc1ccc(NC(=O)Cn2cc(C(F)(F)F)cc(Cl)c2=O)cc1Cl,-14.2,-4.6,i,1144,5.9,4.8,0.76,1.6,-0.2%,0.118,-0.314,1542,7.0,0.377,4.3,0.39,3.2%,i
Cc1cccc(/C(N)=N/OC(=O)COc2ccc(Cl)c(C)c2)c1,-8.1,-2.3,i,505,-18.4,3.0,0.61,3.1,-10.1%,-0.123,-0.265,1265,-5.8,0.143,5.7,0.658,-9.4%,i
O=C(COn1nnc2ccc(C(F)(F)F)cc21)Nc1c(Cl)cccc1Cl,-19.3,-1.6,i,542,-26.2,2.8,1.09,2.2,-3.3%,-0.665,-0.328,1407,3.4,0.918,7.9,-0.708,-6.1%,i
COc1ccc(C(=O)NC(C)c2nc3ccccc3[nH]2)cc1OC (stereo unspecified),11.2,-1.8,i,1080,-1.1,1.8,-0.11,2.8,-12.4%,0.877,-0.216,1239,4.9,-1.16,31.5,0.419,-10.9%,i
CCCC(=O)Nc1nc(-c2ccc3c(c2)OCCO3)cs1,x,-0.7,i,1060,-7.2,3.5,x,4.4,11.6%,-0.563,-0.14,x,8.7,0.27,4.6,-1.46,12.5%,x
COc1ccc(C2CC(c3ccc(Br)cc3)=NN2C(=O)c2cccnc2)cc1 (stereo unspecified),-17.5,0.8,i,1082,-2.9*,2.4,-0.98,3.0,11.2%,-0.352,-0.239,1359,64.1*,0.692,10.1,-0.651,16.7%,i
CCCC(=O)Nc1ccc(C(=O)/C=C/c2ccc(SC)cc2)cc1,6.2,7.6,i,1384,16.1,21.4,-0.05,9.3,5.8%,-0.161,-0.167,1424,-0.9,0.477,18.6,-1.46,6.9%,i
COc1cccc(OC)c1C(=O)O/N=C(\N)c1ccncc1,x,0.4,i,1324,x,x,-0.12,x,x,0.93,0.148,1185,x,-1.37,x,1.3,x,x
O=C(Nc1ccc(C(=O)N2CCOCC2)cc1)Nc1ccc(Cl)cc1Cl,59.6,0.7,i,1418,-16.7,3.8,-0.19,1.4,13.2%,-0.664,-0.345,1470,-13.0,0.832,6.0,-0.357,17.0%,i
CCOC(=O)c1ccc(NC(=O)COc2ccc(S(=O)(=O)N3CCCC3)cc2)cc1,6.1,-16.6,i,1208,-18.1,2.6,x,1.6,0.3%,-0.458,-0.259,x,-9.8,1.08,4.6,-1.43,0.7%,i
Clc1ccc(N2CCN(c3ncnc4c3oc3ccccc34)CC2)cc1,x,-1.0,i,1241,x,x,0.24,x,-8.9%,x,x,1093,x,x,x,x,-9.8%,x
S=C(NCCOCCOCCNC(=S)Nc1ccccc1)Nc1ccccc1,0.7,-5.6,i,1069,11.4,1.7,0.89,1.1,-5.0%,0.786,-0.14,1380,3.4,-0.798,4.0,0.795,-1.5%,i
CCN1CCN(C(c2cccs2)C(C)NC(=O)c2cccc(OC)c2OC)CC1 (stereo unspecified),1.3,4.5,i,1037,2.6,3.6,-0.08,2.5,10.2%,-0.0962,-0.124,1803,6.2,0.639,3.0,-0.217,12.4%,i
CCOC(=O)c1cnn(-c2cccc(Cl)c2)c1N,8.5,-4.5,i,1190,-1.1,2.1,-0.79,2.1,-7.1%,1.07,-0.16,912,47.0,-0.945,9.2,1.86,-4.0%,i
Cn1nnnc1SCC(=O)N1CCc2ccccc2C1,-1.2,-1.2,i,1162,10.2,1.4,0.45,1.0,2.1%,-0.175,0.106,1117,15.3,0.588,1.6,-0.467,-2.4%,i
CCn1cnc2sc(C(=O)Oc3ccc(Br)cc3)c(C)c2c1=O,-2.7,-3.6,x,590,-5.4,2.5,x,2.2,3.4%,-0.289,-0.261,x,6.7,0.659,7.9,-0.646,-1.9%,i
O=C(Nc1ccc(F)cc1)/C(Cl)=C/c1ccccc1,8.4,1.4,i,948,3.3,2.4,-0.73,1.6,7.5%,-0.0489,-0.225,1609,7.2,0.452,8.7,-0.122,10.4%,i
CO/C([O-])=N/c1c[n+](-c2ccc(C)cc2)no1,-0.4,0.3,i,991,-1.4,3.8,x,2.6,-68.4%,-0.0883,-0.254,x,4.6,0.404,6.7,-0.0279,-25.9%,i
N#Cc1ccccc1NC(=O)CSc1nnc(-c2ccccc2)n1-c1ccccc1,3.4,-0.6,i,1058,2.9,7.5,-0.94,4.2,9.7%,0.991,0.0655,1888,8.4,0.385,13.3,1.59,2.3%,i
COc1ccc(CCN2C(=O)CC(N3CCOCC3)C2=O)cc1 (stereo unspecified),-2.7,-0.2,i,1190,2.3,3.3,x,1.1,0.4%,0.463,-0.173,x,2.0,1.25,0.3,0.579,-3.4%,i
O=C(COc1ccccc1)NC1CCCCC1,-8.4,x,i,x,-21.4,1.9,0.19,3.1,-4.6%,-0.357,-0.323,1313,-0.5,0.15,8.2,0.0559,-1.1%,i
